# OPRM1-OPRD1 inv: mu-delta opioid heterodimer inverse agonism; AID 504357; cell-based MOR-DOR heterodimer luminescence; actives 0.21% (n = 340,000); inhibition, % at 9.3 µM; in the data active = inhibition above about 22%, passing the limit was not always enough;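 also: 0% = cells with DMSO and 100% = wells without cells with DMSO; values of inactives mirror those of a sister screen read the other way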
# Target sequence (P35372 whole entry, looked up): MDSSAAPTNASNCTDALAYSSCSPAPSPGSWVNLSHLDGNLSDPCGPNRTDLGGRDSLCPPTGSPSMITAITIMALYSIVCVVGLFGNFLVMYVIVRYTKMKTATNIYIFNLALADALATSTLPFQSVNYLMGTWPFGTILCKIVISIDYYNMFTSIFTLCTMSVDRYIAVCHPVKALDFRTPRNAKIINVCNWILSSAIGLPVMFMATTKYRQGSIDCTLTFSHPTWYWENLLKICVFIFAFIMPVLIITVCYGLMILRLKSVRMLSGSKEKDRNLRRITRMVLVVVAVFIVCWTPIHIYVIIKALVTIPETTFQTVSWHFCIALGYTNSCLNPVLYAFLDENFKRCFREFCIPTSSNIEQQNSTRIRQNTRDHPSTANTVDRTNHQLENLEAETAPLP
# Target sequence (P41143 whole entry, looked up): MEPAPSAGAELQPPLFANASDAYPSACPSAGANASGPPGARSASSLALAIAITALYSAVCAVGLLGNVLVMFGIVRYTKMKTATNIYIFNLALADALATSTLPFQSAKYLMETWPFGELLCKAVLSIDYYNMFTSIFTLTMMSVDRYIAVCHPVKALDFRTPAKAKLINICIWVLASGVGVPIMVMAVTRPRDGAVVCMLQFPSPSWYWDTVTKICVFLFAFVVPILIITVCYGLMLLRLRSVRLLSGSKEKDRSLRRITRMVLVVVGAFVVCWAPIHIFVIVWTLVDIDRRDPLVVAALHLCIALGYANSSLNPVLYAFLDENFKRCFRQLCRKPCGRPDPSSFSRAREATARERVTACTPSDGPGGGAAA
# PKA-R1A act: PKA-R1A complex activation; P00514+P68181; PKA-R1A dissociation, Cy5-IP20 fluorescence polarization; scaled: DMSO 0%, 113 µM cGMP 100%; activation, % at 11.4 µM; actives 0.083% (n = 340,000); AID 504707;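 active = percent activation above the mean of all tested compounds plus 3 SD, cut at about 19% in these data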;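 also: higher means more PKAc released from R1A so a rise in polarization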
# Ecoli viability: counter-screen for AddAB inhibitors: E. coli growth inhibition; actives 0.27% (n = 330,000); E. coli V3065 growth, OD600 absorbance, 18 h; AID 449728; inhibition, % at 11.9 µM;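 active = inhibition above the campaign's mean inhibition across all tested compounds plus 3 SD, cut at about 9.9% in these data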;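 also: uninfected addAB+ strain grown without phage in ampicillin broth; 0% = DMSO wells and 100% = ciprofloxacin 0.95 µg/ml wells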
# HTR5A inv ctr: inverse agonist of human HTR5A in OPRM1-OPRD1 counter-screen. P47898. HTR5A cell line, luminescence, inverse agonism. inhibition, % at 9.3 µM. actives 0.083% (n = 340,000). AID 504634; in the data active = inhibition mostly above about 23%, no sharp cut-off; inactive = mostly below about 18%;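 also: 0% = cells with DMSO and 100% = no-cell wells with DMSO; some compounds called inactive have numbers as strong as hits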
# HTR5A ag: activates human HTR5A in OPRM1-OPRD1 agonist counter-screen | P47898 | HTR5A agonist assay, luminescence, cell-based | activation, % at 9.3 µM | actives 0.61% (n = 340,000) | AID 504692; in the data active = activation mostly above about 9.5%, no sharp cut-off; inactive = mostly below about 7.6%;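 also: 0% = cells with vehicle only and 100% = reference agonist; strong numbers were not always called active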
# AddAB inh: less growth of phage-infected E. coli with AddAB; E. coli expressing H. pylori AddAB, absorbance growth; inhibition, % at 11.9 µM; actives 0.29% (n = 330,000); in the data active = inhibition above about 12%;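 also: 0% = vehicle wells of infected cells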
# phage Ecoli inh: E. coli growth loss with phage present. growth absorbance. inhibition, % at 11.9 µM. actives 0.26% (n = 360,000). AID 651602; in the data active = inhibition above about 11%
# DSG3 Ab inh: blocks pemphigus antibody binding to human desmoglein-3. binding (percent of control), % at 10 µM. P32926. DSG3-coupled beads, scFv-anti-DSG3-GFP binding, flow cytometry; hits give low values. actives 0.48% (n = 310,000). AID 588358;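 active = binding more than 3 SD below its plate's average and above zero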;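 also: hits lower antibody fragment binding to DSG3; some compounds called inactive have numbers as strong as hits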
# PfHsp90 yeast 2: growth inhibition of yeast expressing Plasmodium Hsp90; actives 0.32% (n = 310,000); S. cerevisiae expressing PfHsp90, BacTiter-Glo ATP, 48 h; yeast lacking PDR1 and PDR3 efflux regulators; inhibition, % at 9.4 µM;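 active = every replicate shows inhibition above about 80%, whatever the replicate mean, limit read from the data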;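 also: 0% = DMSO neutral controls and 100% = 20 µM radicicol positive controls; yeast relying on Plasmodium falciparum Hsp90 in place of its own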
# SUMO Mot1 rescue: blocks SUMOylation pathway, rescuing yeast Mot1-301 growth | growth rescue, % at 18.8 µM | actives 1% (n = 320,000) | S. cerevisiae Mot1-301 growth rescue, ATP luminescence, 38.5C; percent above DMSO median, 100 means doubled | AID 2716;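 active = every valid replicate shows activation above 250% relative to neutral control wells; inactive = the rest, any valid replicate at or below 250%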;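 also: OY570 slx delta 5 strain wells were the positive control but not used for scaling; some compounds called inactive have numbers as strong as hits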
# OPRM1-OPRD1 ag: OPRM1-OPRD1 heterodimerization agonism; P35372+P41143; cells, luminescence; activation, % at 9.3 µM; actives 0.3% (n = 340,000); in the data active = activation above about 18%;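 also: 0% = vehicle-treated cells and 100% = reference agonist; values of inactives mirror those of a sister screen read the other way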
# An asterisk follows results filed as active; / = no result given; + = active, no number. No enrichment for hits. Share with any hit: about 3.2%.
SMILES,OPRM1-OPRD1 inv,PKA-R1A act,Ecoli viability,HTR5A inv ctr,HTR5A ag,AddAB inh,phage Ecoli inh,DSG3 Ab inh,PfHsp90 yeast 2,SUMO Mot1 rescue,OPRM1-OPRD1 ag
Cc1cc(NC(=O)CCC(=O)N(c2ccccc2)C(C(=O)NC2CCCC2)c2cccs2)no1 (stereo unspecified),6,-3,-2.5,11,-2,-1.8,1.2,99,9,-8,-1.1
COc1ccc(N(CC(O)Cn2c(C)nc3ccccc32)S(=O)(=O)c2ccccc2)cc1 (stereo unspecified),15,-9,-2.9,0,-1,-0.7,0.2,77,11,/,-2.8
Cc1ccc(C(=O)OCC(=O)NCCC2=CCCCC2)cc1N,14,-6,-1.1,2,-1,2.9,1.1,112,/,-3,-2.9
CO/N=C(/c1nonc1N)N1CCN(c2ccc([N+](=O)[O-])cc2)CC1,6,0,1.3,-11,4,1.6,1.0,108,8,-6,-1.1
O=C(Cc1cccs1)NNC(=O)c1ccc(F)cc1,17,-3,-3.5,23,2,-1.3,1.9,91,-6,3,-2.7
COc1cc(-c2nnc(SCC(=O)OC3CCCCC3)o2)cc(OC)c1OC,-11,8,1.2,9,-1,2.6,-0.2,84,-7,3,1.9
Cc1c(C)c(C)c(S(=O)(=O)n2[nH]c(=O)c(CCO)c2C)c(C)c1C,8,-4,3.5,-3,1,0.7,3.1,82,0,7,-1.6
CC1=C(C#N)C(=O)N(C)C(C)(C)C1,17,5,-0.8,11,-6,0.9,2.2,111,-20,11,-3.0
CC(NC(=S)NCc1ccc(F)cc1)C12CC3CC(CC(C3)C1)C2 (stereo unspecified),-38,3,1.9,-7,2,-1.5,1.6,109,-23,16,7.2
CCC1CCCCN1C(=O)CCC(=O)Nc1nnc(C(F)(F)F)s1 (stereo unspecified),5,13,-0.6,-8,1,4.3,4.0,/,11,-51,-1.0
COC(=O)[C@]1(C)N[C@H](CN(C)S(=O)(=O)c2ccc(OC(F)(F)F)cc2)[C@@H]2C(=O)N(C)C(=O)[C@@H]21,9,2,0.2,-2,1,2.4,0.9,99,18,/,-1.9
CN(C)C1=NCCN1CCC1CCCCC1,-5,-8,0.9,-5,1,1.4,2.8,105,/,322,0.9
CC(=O)N[C@@H](Cc1ccc(OC(F)(F)F)cc1)C(=O)O,8,-8,-0.5,-31,3,1.8,0.3,/,-23,-6,-1.6
Cc1ccc(N2C(=O)C3C4C=CC(CNC(=S)N5CCN(c6ccccc6)CC5)(O4)C3C2=O)cc1 (stereo unspecified),13,-7,1.6,12,1,1.3,2.5,101,104*,140,-2.4
O=C(Nc1cccc(S(=O)(=O)NC2=NCCC2)c1)c1c(F)cccc1Cl,14,7,0.5,13,-5,1.8,3.2,122,-10,13,-2.6
CSC1=NC2C(N1)N(C)C(=O)N2C (stereo unspecified),4,-3,-2.4,-19,8,2.6,3.0,/,8,-6,-0.9
CCn1c(CC(=O)Nc2ccc(OC)cc2)nnc1SCC(=O)N1CCOCC1,9,4,3.6,-3,1,5.9,3.1,110,-12,-11,-1.7
O=C(NNC(=O)c1c(F)cccc1F)c1ccccc1OC(F)(F)F,16,-7,0.0,-36,-1,3.7,3.8,106,0,-7,-3.1
COc1ccc(CCC(=O)NCCS(=O)(=O)N2CCN(c3ccccc3)CC2)cc1,-11,15,-0.6,-12,5,0.8,1.0,93,5,139,2.0
CN1CCN(C(=S)Nc2ccc(Cl)cc2Cl)CC1,14,0,0.5,3,-1,3.4,4.4,/,-4,-20,-3.5
CCn1c(SCC(=O)N2CCN(c3ccccc3)CC2)nnc1-c1cc2cc(Cl)ccc2o1,11,2,-1.7,-63,-2,0.3,1.2,106,8,16,-2.0
CCCc1ccccc1OCCNC(C)=O,-5,-1,-0.1,-3,4,3.0,4.0,106,13,+,1.1
COc1cc(C(=O)NC(C)c2ccc(S(N)(=O)=O)cc2)ccc1OCC(=O)N1CCOCC1 (stereo unspecified),8,-2,2.7,8,1,1.7,1.9,110,-12,-1,-1.5
Cn1c(SCC(N)=O)nnc1-c1ccc(C(C)(C)C)cc1,9,-12,-0.8,-7,2,-0.9,1.2,116,-36,-3,-1.8
Cc1noc(NS(=O)(=O)c2ccc(NC(=O)c3cc(=O)c4ccccc4o3)cc2)c1C,2,-2,-1.2,9,-2,2.0,1.9,93,-23,-5,-0.3
CCCCCCc1ccc(N2C[C@H](Cc3ccccc3)[C@@H](CC(=O)NCc3ccc(OC)cc3)C2=O)cc1,3,-3,1.4,-1,4,4.4,-2.2,93,49,5,-0.5
CCOCCN1CCN(c2c(CC)c(C)nc3cc(-c4cc(OC)cc(OC)c4)nn23)CC1,2,-13,-1.4,28,-12,0.6,0.6,111,-15,8,-0.6
CSc1nc(NS(=O)(=O)c2ccc(F)cc2F)nn1C,9,-4,2.9,5,2,0.9,0.7,108,-3,1,-1.2
CC1=C(C)NC(=S)SC1,16,1,0.4,-39,16,0.4,0.4,100,-7,-2,-3.3
Cc1c(Cl)cccc1NC(=O)CCC(=O)NNC(=O)CCC(=O)O,12,-4,1.4,-8,3,4.5,1.4,101,-7,-16,-2.1
COc1ccccc1-c1nnc(SC(C(=O)c2c[nH]c3ccccc23)c2ccccc2)n1C (stereo unspecified),-10,-15,2.4,-13,-2,1.6,8.2,93,-7,126,1.5
CC(C)[C@H](NC(=O)c1ccco1)C(=O)NC12CC3CC(CC(C3)C1)C2,6,-1,2.1,0,11,2.5,1.8,106,-6,-2,-1.2
CN(CC(=O)Nc1cccc(F)c1)C(=O)c1ccc2c(=O)n3c(nc2c1)CCC3,6,1,-0.6,22,1,1.6,2.1,106,7,-5,-1.3
COC(=O)C1CCN(C(=O)COC(=O)[C@@H]2CC(O)CN2S(=O)(=O)c2ccc3c(c2)OCCO3)CC1 (stereo partly specified),1,11,-0.9,2,-1,-0.2,1.1,105,-15,1,-0.3
O=C(Cc1ccc(F)cc1)Nc1nnc(SCC(=O)NC2CCCC2)s1,8,-5,-1.3,35,-3,4.3,2.3,104,12,-4,-1.7
CC1/C(=N/O)CC(c2ccco2)NC1c1ccco1 (stereo unspecified),-1,-6,-2.2,0,5,0.2,1.7,108,-5,-1,0.3
O=C(NCCC1=CCCCC1)C1CCC(CNc2c(N3CCCCC3)c(=O)c2=O)CC1 (stereo unspecified),14,4,-2.1,-3,-2,1.5,-1.1,102,7,-14,-2.8
Clc1ccc(N=C2SCCS2)cc1,9,-6,-1.6,-28,-2,-0.4,3.7,106,10,150,-1.7
COC(=O)c1ccc(NC(=O)CNc2ccccc2)cc1,9,2,-0.8,7,-3,-1.3,0.8,113,-16,11,-2.0
O=C(NCc1ccncc1)C1CCCN(S(=O)(=O)c2ccc(Br)cc2)C1 (stereo unspecified),17,-3,-1.5,-22,2,0.8,-0.6,101,25,8,-2.4
CCCN1C2CCCC1CC(NC(=S)Nc1ccc(OC)cc1)C2 (stereo unspecified),8,-8,-3.2,26,4,0.8,3.9,106,5,18,-1.6
O=S(=O)(Nc1nc2ccccc2nc1Cl)c1ccc2c(c1)OCCO2,13,7,1.6,8,-3,0.4,1.1,100,-3,3,-2.4
O=C(c1ccc2nc[nH]c2c1)N1CCN(c2ncc(C(F)(F)F)cc2Cl)CC1,6,-2,-1.7,18,0,-3.5,1.6,99,8,-10,-1.2
CCC(CC)NC(=O)c1cc(S(=O)(=O)N2CCCCC2)ccc1N1CCOCC1,11,-15,-1.3,12,-5,0.8,5.5,107,-1,-6,-2.8
O=C1CC(c2ccco2)=Nc2ccccc2N1,12,0,-2.4,17,6,-0.6,-3.0,121,6,40,-2.1
CCOC(=O)c1ccccc1NS(=O)(=O)c1ccc(OC)cc1,23,-13,-0.8,-2,1,-1.4,4.4,92,-10,14,-5.4
Cc1ccccc1S(=O)Cc1ccc(C(=O)NCCN2CCOCC2)o1 (stereo unspecified),13,-10,-0.3,-5,-1,3.5,-0.1,101,0,-14,-2.5
CCOc1ccc(C(=O)c2cc([N+](=O)[O-])ccc2Cl)cc1,-32,0,1.5,3,-1,4.8,2.1,/,22,28,7.6
CCOc1ccc(C(=O)Nc2cccc(C(=O)O)c2C)cc1Cl,0,13,1.5,-19,4,0.5,0.6,127,1,-11,-0.1
COc1ccc(C(=O)Oc2ccc(/C=N/NC(=O)c3cccnc3)cc2OC)cc1,13,-10,1.1,-18,7,-0.1,-0.9,94,/,0,-3.1
# Later entries:
SMILES,OPRM1-OPRD1 inv,PKA-R1A act,Ecoli viability,HTR5A inv ctr,HTR5A ag,AddAB inh,phage Ecoli inh,DSG3 Ab inh,PfHsp90 yeast 2,SUMO Mot1 rescue,OPRM1-OPRD1 ag
CC(C)N1CCC(N2CCN(CCCn3cccn3)CC2CCO)CC1 (stereo unspecified),0,-6,0.2,-1,-6,-0.2,2.2,101,7,-21,0.0
NC(=O)Cn1nc(-c2ccccc2)nc1-c1ccccc1,9,-1,0.0,-12,-4,1.3,-0.1,/,-9,-17,-1.8
CCC(=O)Oc1ccc2c(C)cc(=O)oc2c1C(=O)CC,/,/,2.6,/,/,3.4,5.4,103,-16,-16,/
CC(C)Nc1ncnc2c1cnn2-c1ccccc1,6,4,0.9,-27,9,2.3,3.1,101,-20,35,-0.9
CCOC(=O)c1ccc(CNC(=O)Cn2nnc(-c3ccccc3)n2)o1,-2,7,-2.5,-11,4,0.6,2.9,116,/,/,0.4
COc1ccc(CS(=O)c2nc(C)cc(C)c2S(C)(=O)=O)cc1 (stereo unspecified),14,-9,1.6,0,0,1.9,3.1,102,37,-14,-2.8
COc1cc2cccc(OC)c(=O)c2c(OC)c1OC,-4,7,3.7,-30,-1,3.7,1.3,93,1,757*,0.8
COc1cccc(/C=C2\N=C(SC)SC2=O)c1OC,-8,1,-0.2,14,0,2.1,1.4,97,21,12,1.6
CCN(C[C@H]1N[C@@](Cc2ccccc2)(C(=O)OC)[C@H]2C(=O)N(C)C(=O)[C@@H]12)C(=O)Nc1ccc(F)cc1,-2,9,-1.4,-7,2,4.7,1.4,97,14,0,0.3
O=C1Nc2ccccc2C1Cc1ccccc1 (stereo unspecified),3,0,-2.3,14,0,5.0,3.5,115,13,0,-0.5
O=c1oc(-c2cccc(S(=O)(=O)N3CCOCC3)c2)nc2ccccc12,19,0,0.5,-5,2,0.7,2.3,104,-12,/,-4.0
Cc1nc2scc(C)n2c(=O)c1S(=O)(=O)NCC1CCN(Cc2ccc(F)cc2)CC1,2,-4,1.9,-7,-3,0.5,1.9,/,8,-3,-0.4
O=C(NC(=S)Nc1ccc(N2CCOCC2)cc1)c1ccc(Cl)cc1,-11,1,-1.4,11,-4,1.2,0.2,73*,4,13,1.8
O=C(O)c1ccc(C(=O)c2ccc3c(c2)C(=O)N(Cc2ccco2)C3=O)cc1,7,-16,0.8,14,-4,0.7,-0.3,109,0,-12,-1.3
